TDP43 rescue = qHTS of TDP-43 Inhibitors | Potency, µM (top dose mostly 46.1 µM), for inactives: at the top dose growth rescue (activation), hits mostly activators | actives 1.8% (n = 410,000) | TDP-43 expressing yeast growth rescue, BacTiter-Glo, 24 h; note: potency is the fitted concentration of half-maximal effect; % of control where 0% means no effect; nearly all actives have a fitted effect of over 50% in size
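Yeast cells expressing TDP-43 under galactose induction are exposed to compounds for 24 hr at 30 deg C. BacTiter-Glo luminescence measures growth, so protective compounds score as activators.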
Akt phos inh = HTS Assay for Inhibitors of Akt Phophorylation: Primary Screen; Neuro2A IGF-stimulated pAkt S473 HTRF, 20 min; stronger effect = lower value; AID 651550, 2012; actives 0.32% (n = 360,000); activity change, % for hits at 50 µM; in the data active = activity change below about -80%; inconclusive = mostly about -51% to -80%; note: % is set by controls: 0 for no effect and ±100 for the full control effect
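Neuro2A cells in DMEM with 0.5% FBS, overnight at 37 deg C, given compound at single 50 µM final, then IGF (6 nM final) for 20 min at 37 deg C. Lysed; phospho-Akt Ser473 by HTRF after 24 h, 665/615 ratio.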
Abeta rescue = qHTS for compounds that reverse cellular toxicity of Amyloid beta (A-beta) peptide in yeast: Primary Screen; yeast expressing A-beta42, growth rescue, OD600, 48 h; response scale: 0% DMSO, 100% iron-clioquinol control; Potency, µM (series often up to 46.1 µM), without a hit: at the highest dose growth rescue, most hits filed as activators; actives 0.063% (n = 410,000); AID 1347071, 2019; note: potency is the fitted concentration of half-maximal effect; nearly all actives have a fitted effect of over 55% in size
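Growth rescue measured by 600 nm absorbance after 48 h yeast culture at 30 C with compound. Values normalized between DMSO and an equimolar ferric chloride plus clioquinol control.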
aSyn rescue = qHTS of alpha-syn Inhibitors; Yeast expressing alpha-synuclein, growth rescue, BacTiter-Glo, 24 h; Potency, µM (highest dose often 46.1 µM), for the others: at the top dose growth rescue (activation), hits mostly activators; actives 0.14% (n = 370,000); AID 652106, 2013; note: potency is the fitted concentration of half-maximal effect; % of control where 0% means no effect; nearly all actives have a fitted effect of over 65% in size
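Readout is rescue of growth in alpha-synuclein-expressing yeast, so inhibitors of toxicity appear as activators. Growth after 24 hr at 30 deg C in galactose medium is quantified by luminescence.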
GLP-1R agonist = qHTS of GLP-1 Receptor Agonists; Glucagon-like peptide 1 receptor (Homo sapiens), P43220; HEK293 GLP-1R CRE-luciferase, luminescence, 4-6 h; cells express a hypersensitive GLP-1R form; Potency, µM (doses to about 45.6 µM), inactives show at the highest dose activation, hits mostly activators; AID 624172, 2012; actives 0.007% (n = 380,000); note: potency is the fitted concentration of half-maximal effect; % of control where 0% means no effect
Target sequence (P43220 whole entry, looked up): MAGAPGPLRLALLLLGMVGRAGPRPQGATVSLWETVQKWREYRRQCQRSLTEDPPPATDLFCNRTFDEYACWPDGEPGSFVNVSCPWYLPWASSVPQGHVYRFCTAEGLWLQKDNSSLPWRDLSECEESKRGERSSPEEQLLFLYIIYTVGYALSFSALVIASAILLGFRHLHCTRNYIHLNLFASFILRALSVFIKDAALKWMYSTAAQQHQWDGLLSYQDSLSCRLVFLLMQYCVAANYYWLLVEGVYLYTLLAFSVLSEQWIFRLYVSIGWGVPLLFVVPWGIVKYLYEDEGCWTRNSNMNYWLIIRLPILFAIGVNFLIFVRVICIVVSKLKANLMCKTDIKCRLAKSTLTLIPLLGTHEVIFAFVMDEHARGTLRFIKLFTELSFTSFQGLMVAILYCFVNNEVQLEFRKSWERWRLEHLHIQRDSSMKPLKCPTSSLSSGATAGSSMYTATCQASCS
GLP1R inv ag = qHTS of GLP-1 Receptor Inverse Agonists (Inhibition Mode); Glucagon-like peptide 1 receptor (Homo sapiens), P43220; HEK293 GLP-1R CRE-luciferase, luminescence, 24 h; GLP-1R form is constitutively active; Potency, µM (doses to about 38.3 µM), for the others: top-dose activity change, negative = inhibition, most hits filed as inhibitors; actives 1.6% (n = 410,000); AID 624417, 2012; note: potency is the fitted concentration of half-maximal effect; % is set by controls: 0 for no effect and ±100 for the full control effect; nearly all actives have a fitted effect of over 55% in size
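Constitutively active GLP-1R drives a cAMP-responsive luciferase in stably transfected HEK293 cells; test compounds are added after overnight (12 h) attachment and left 24 hr, and signal loss in luminescence marks inhibition.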
FUS yeast rescue = qHTS for Suppressors of FUS Proteinopathy: Primary screen using FUS-linked yeast assay | Potency, µM (series often up to 76.6 µM), inactives show at the highest dose growth rescue (activation), hits mostly activators | actives 0.24% (n = 390,000) | S. cerevisiae FUS-expressing, growth rescue, OD600, 24 h;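 note: potency is the fitted concentration of half-maximal effect; plate controls were DMSO vehicle for no effect and reference control for full effect; nearly all actives have a fitted effect of over 55% in size; some results filed as inactive show a strong effect at the top dose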
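S. cerevisiae expressing FUS from galactose induction served as the toxicity model. Growth after 24hr at 30C, read as absorbance at 600 nm, indicates suppression of toxicity; compounds dosed at several concentrations.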
DRD3 antagonist = qHTS of D3 Dopamine Receptor Antagonist: qHTS. D(3) dopamine receptor (Homo sapiens), P35462. D3R cells, DiscoveRx beta-arrestin luminescence, antagonist mode; stronger effect = lower value. max response, negative = inhibition, %. actives 2.5% (n = 360,000); in the data active = max response below about -50%; inconclusive = no clear call, values can overlap the other calls; note: % is set by controls: 0 for no effect and ±100 for the full control effect; mostly tested at two doses, the higher about 12 µM
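Cells plated overnight at 1500 cells/well, then exposed to library compounds with dopamine controls for 90 minutes at 37 degrees C. DiscoveRx reagent added for 30–60 minutes at room temperature; luminescence read, quantitative HTS format.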
PTHR1 ag = qHTS for PTHR1 Agonists: Primary Screen. Parathyroid hormone/parathyroid hormone-related peptide receptor (Homo sapiens), Q03431. HEK293 GP2 PTHR1 cells, GloSensor cAMP luminescence, 1 h. Potency, µM (top dose mostly 115 µM), for the others: at the top dose activation, actives largely listed as activators. actives 0.075% (n = 410,000). AID 743266, 2014; note: potency is the fitted concentration of half-maximal effect; nearly all actives have a fitted effect of over 55% in size; some results filed as inactive show a strong effect at the top dose; inactives centre near -15; many of its hits are not listed in these tables
Target sequence (Q03431 whole entry, looked up): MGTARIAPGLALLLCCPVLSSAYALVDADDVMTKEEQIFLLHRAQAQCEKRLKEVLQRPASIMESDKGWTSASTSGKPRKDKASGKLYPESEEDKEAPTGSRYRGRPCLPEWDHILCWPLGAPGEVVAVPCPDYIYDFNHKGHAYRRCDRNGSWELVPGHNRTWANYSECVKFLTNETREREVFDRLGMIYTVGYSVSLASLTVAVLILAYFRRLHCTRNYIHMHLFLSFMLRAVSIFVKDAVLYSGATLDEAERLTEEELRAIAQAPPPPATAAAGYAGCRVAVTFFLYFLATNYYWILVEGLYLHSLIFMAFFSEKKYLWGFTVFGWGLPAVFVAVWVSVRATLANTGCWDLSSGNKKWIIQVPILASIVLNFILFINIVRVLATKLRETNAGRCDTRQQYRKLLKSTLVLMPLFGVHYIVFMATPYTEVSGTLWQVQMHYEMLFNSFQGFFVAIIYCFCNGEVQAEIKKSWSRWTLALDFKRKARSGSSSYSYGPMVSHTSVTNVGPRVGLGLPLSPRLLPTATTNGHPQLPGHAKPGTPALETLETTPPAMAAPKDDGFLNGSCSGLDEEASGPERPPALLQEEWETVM
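HEK-293-derived GP2 cells expressing PTHR1 and a GloSensor cAMP reporter, 3,000/well, plated overnight, given luciferin plus IBMX (each 0.5 mM as added) for 1 h at 37 °C, then compound for 1 h at 37 °C. Luminescence was read after 15 min at room temperature.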
Starred values were filed as active, the others as inactive; i = inactive; ? = inconclusive; · = not tested or not shown; [ ] = remark or other dose. Unless noted, calls come from the whole dose curve; as a rule, active = well fitted curve in the direction sought with a large enough effect; inconclusive = small, poorly fitted or top-dose-only effect, or another doubt; inactive = no such curve, though single readings can be large; an effect the other way counts as inactive or inconclusive. These rows are one share of the data (hit frequency here may not be typical).

SMILES	TDP43 rescue	Akt phos inh	Abeta rescue	aSyn rescue	GLP-1R agonist	GLP1R inv ag	FUS yeast rescue	DRD3 antagonist	PTHR1 ag
Cc1ccc(-c2nc(N)n(C(=O)c3ccco3)n2)cc1	7%	i	-10%	0%	-24%	-1%[0.307 µM]	-19%	10	-5%
COc1ccc(N2CC(c3nc(-c4cc(OC)c(OC)c(OC)c4)no3)CC2=O)cc1Cl (stereo unspecified)	7%	·	-13%	·	·	14%	37%	·	-24%
COC(=O)C1=CN(c2ccccc2OC)C(N)=C(C#N)C1c1cccc([N+](=O)[O-])c1 (stereo unspecified)	20%	i	-11%	7%	·	?	?	-8	i
O=C(CCCC(=O)N1CCN(c2ccccc2F)CC1)c1ccccc1	?	i	2%	11%	-1%	-21%	0%	-9	-21%
COC(=O)c1sc(-c2ccc(Cl)cc2)cc1NC(=O)c1ccccc1C(=O)O	-93%[inhibitor]	i	-95%[inhibitor]	-11%	5%	-24%	30%	-29	-18%
C/C(=N/Nc1ccc([N+](=O)[O-])cc1)c1c[nH]c2ccccc12	?	i	2%	12%	6%	2.5µM*	-1%	1	-29%
CCCCNC(=O)c1cn(C)c2ccc(S(=O)(=O)N3CC(C)CC(C)C3)cc2c1=O (stereo unspecified)	-24%	i	3%	1%	-2%	-18%	-13%	-8	-24%
CN1CCN(c2nc(-c3ccc(Cl)cc3Cl)nc3ccccc23)CC1	11%	i	-11%	7%	?	?	-23%	-20	-15%
CCOCCCNC(=O)Cn1cnc2c(cnn2-c2ccc(C)c(C)c2)c1=O	4%	i	4%	0%	5%	3%	21%	18	i
COc1ccc(-c2cccc(NC(=O)c3ccco3)c2)nn1	-5%	i	-7%	-12%	1%	-4%	36%	0	-5%
OCC[C@@H]1C[C@H](O)[C@@H](O)[C@@]2(OCCc3cc(Cl)ccc32)O1	-8%	i	-13%	-11%	0%	14%	-28%	0	-5%
COc1ccc(S(=O)(=O)N2CCOC2CNC(=O)C(=O)NCc2ccc3c(c2)OCO3)cc1OC (stereo unspecified)	-7%	i	4%	0%	0%	26%	22%	13	i
COc1ccc(N(C(=O)c2cccnc2)S(=O)(=O)c2ccc3c4c(cccc24)C(=O)N3C)cc1	6%	i	2%	-6%	-8%	0%	-9%	13	-6%
O=C1C(=O)N(C2CCN(C(=O)c3ccc(Cl)cc3)CC2)CCN1Cc1ccc(F)cc1	7%	·	-5%	·	·	0%	8%	·	-10%
CCCCCCCNC(=O)COc1ccc2c(c1)C(=O)CC(C)(C)O2	18%	i	4%	4%	10%	1%	37%	16	i
Cc1ccc(S(=O)(=O)N2C[C@H]3[C@H]4C(=O)N(C5CCCCC5)C(=O)[C@H]4CC(=O)[C@H]3[C@@H]2c2ccccc2Cl)cc1	15%	i	10%	-5%	-6%	-16%	?	47	i
O=C(NN=C1CCCC1)C1COc2ccccc2O1 (stereo unspecified)	-1%	i	8%	1%	2%	8%	28%	-7	8%
COc1ccc(N(C(=O)c2snc(C(N)=O)c2N)C(C(=O)NCC2CCCO2)c2ccc3ncccc3c2)cc1OC (stereo unspecified)	-30%[inhibitor]	i	-8%	-5%	7%	49%[activator]	4%	30	-15%
Cc1cc(N2C(=O)CC(N3CCN(c4ccc(C(=O)c5cccs5)cc4)CC3)C2=O)no1 (stereo unspecified)	22%	i	5%	-8%	-21%	20%	12%	-52*	-3%
CC(=O)NNc1nc2ccccc2s1	-3%	·	16%	4%	-12%	0%	3%	38	-1%[57.5 µM]
CCOC(=O)c1noc(C)c1C(=O)Nc1cccc(F)c1	-1%	i	-9%	-2%	3%	-7%	-15%	-23	i
COc1ccc(Cl)cc1NC(=O)CNc1ccc(F)cc1C	?	i	-20%	5%	-3%	?	·	19	-31%[inhibitor]
NC(=S)N/N=C/c1ccccc1OC(=O)c1cc2ccccc2oc1=O	10%	i	4%	-1%	-3%	?	-23%	-22	-21%
CCN1CCN(CCCNC(=O)Cn2cc3c(n2)CCCC3)CC1	7%	i	6%	2%	-4%	1%	-18%	-7	-8%
N/C(=N\OC(=O)c1cc(-c2ccccc2)nc2ccccc12)c1ccc(Cl)cc1	-26%	i	-11%	-34%[inhibitor]	0%	0%	-1%	-11	?
CC(OC(=O)CCCc1c[nH]c2ccccc12)C(=O)Nc1ccc(S(N)(=O)=O)cc1 (stereo unspecified)	18%	i	8%	2%	-3%	0%	21%	1	-11%
CCN1CCN(CCCNC(=O)CCC(=O)N2CCOc3ccccc32)CC1	16%	i	-3%	17%	0%	12%	-15%	-5	-27%
COc1ccc(CNC(=O)c2cc3cccc(OC)c3oc2=N)cc1	6%	i	7%	5%	7%	24%	·	0	-22%
Nc1nc(-c2cccs2)c(NC(=O)c2ccccc2)s1	-3%	i	5%	-1%	-3%	-2%	14%	-10	i
Cc1ncc(COC(=O)C(C)C)c2cc(C(=O)Nc3ccccc3C(F)(F)F)c(=O)oc12	-5%	·	-6%	·	·	5%	-13%	·	?
COc1cccc(C(=S)N2CCOCC2)c1OS(=O)(=O)c1ccc(Cl)cc1	15%	i	23%	11%	-2%	8%	15%	3	-68%[inhibitor]
O=C(NCCCN1CCCC1=O)c1ccc(NS(=O)(=O)c2ccc(F)cc2)cc1	10%	i	4%	4%	-6%	21%	-11%	6	-33%[inhibitor]
NC(=O)C1CCN(C(=O)CNC(=O)c2ccc(F)cc2)CC1	4%	i	-9%	1%	-8%	10%	-12%	-11	-23%
CC(=O)c1ccc(NC(=O)COC(=O)Cc2ccsc2)cc1	?	i	15%	2%	-3%	0%	-27%	8	-3%
CCCCNC(=O)c1ccc(-c2nc(CN3CCc4ccccc43)c(C)o2)cc1	?	·	-12%	5%	26%	-16%	17%	·	-41%[inhibitor]
Oc1ccc(CCNc2ncnc3ccc(Cl)cc23)cc1	20%	i	-13%	0%	-4%	?	-15%	51	-57%[inhibitor]
CN(C)Cc1c(-c2ccc(Cl)cc2)nc2ccccn12	-10%[1.82 µM]	i	0%	7%	12%	6%	-7%	1	-10%
Cn1c(=O)c2cc(NC(=S)NCc3ccccc3F)ccc2n1Cc1ccccc1	-8%	i	-16%	-1%	-4%	-6%	-1%	-14	-48%[inhibitor]
CC1CN(C)C(c2ccccc2)C(C)C12NC(=O)NC2=O (stereo unspecified)	4%	i	-6%	0%	0%	-13%	-17%	-4	-20%[57.5 µM]
Cn1c(=NC(=O)C2=NNC(=O)CC2)sc2ccccc21	-5%	i	-5%	-5%	9%	47%[activator]	9%	-9	-4%
CCOC(=O)C1(Cc2ccc(OC)cc2)CCN(C(=O)CN2CCCCC2=O)CC1	-17%	i	-8%	7%	9%	0%	-5%	2	-18%
N/C(Cc1ccc(Cl)cc1Cl)=N\OC(=O)Cc1ccc(Cl)cc1	1.3µM*	i	-39%[inhibitor]	-61%[inhibitor]	5%	?	3%	-15	i
Cc1cc(N2CCN(S(=O)(=O)c3ccc(Cl)cc3)CC2)c2ccccc2n1	-33%[inhibitor]	i	-19%	23%	-5%	?	1%	-14	-33%[inhibitor][57.5 µM]
Cc1cc(C)n(-c2ccc(C(=O)Nc3ccc(S(=O)(=O)NCc4ccco4)cc3)cc2)n1	-25%	i	27%	-7%	-16%	11µM*	?	?	-28%[57.5 µM]
C=C1N(C)c2cc([N+](=O)[O-])c(N)cc2C1(C)C	8%[9.22 µM]	i	-32%	-19%	2%	-15%[7.66 µM]	16%	-14	i
CC(C)NC(=O)C1(C)CCCCCN1C(=O)c1ccc(-c2ccccc2)cc1 (stereo unspecified)	22%	i	8%	6%	9%	-20%	11%	15	-17%
CC(=O)c1cccc(NC(=S)NC(=O)c2ccc(Cl)cc2)c1	4%	i	7%	1%	-4%	3%	·	4	-15%
Cc1ccc(CNC(=O)c2oc3ccc(S(=O)(=O)N4CCC(C)CC4)cc3c2C)cc1	24%	·	-5%	·	·	?	?	·	i
CCc1ccc(NC(=O)c2ccc(F)c(S(=O)(=O)NCCc3ccc(OC)c(OC)c3)c2)cc1	-8%	·	-14%	·	·	10µM*	?	·	-90%[inhibitor]
O=C(CN1CCN(C/C=C/c2ccccc2)CC1)Nc1ccc(F)cc1F	15%	i	23%	2%	-5%	?	-11%	-11	i
C#CCOCCOCCOCCNc1nc(N2CCN(C(=O)Cn3cc(CCCCN)nn3)CC2)nc(N2CCN(C(=O)[C@H](C(C)C)n3cc(CCO)nn3)CC2)n1	6%	i	4%	-1%	-4%	28%	16%	13	i
COc1ccccc1-n1c(=O)[nH]c2c(C(N)=O)nc(C3CCCCC3)nc21	4%	i	-3%	6%	16%	-8%	2%	-20	i
CCCc1cc2c(=O)c(-c3ccccn3)coc2cc1OC	-9%	i	-26%	-13%	-1%	0%	5%	10	-55%[inhibitor][57.5 µM]
O=C1C(=O)N(Cc2ccccc2)C(c2cccc(O)c2)/C1=C(\O)c1ccc2c(c1)OCCO2 (stereo unspecified)	4%	i	-19%	-4%	-5%	7%	16%	8	i
CCC(=O)Nc1ccc(/C(C)=N\NS(=O)(=O)c2ccc(C)cc2)cc1	12%	i	-7%	10%	-3%	-8%	1%	0	i

Screening results: PubChem BioAssay, National Center for Advancing Translational Sciences (NCATS)
